Screening data from PubChem BioAssay.
TCR-CD3 inh: inhibitors of human TCR-CD3 interaction | actives 0.37% (n = 360,000) | TAMRA-labeled TCR probe fluorescence, biochemical | AID 651800 | inhibition, % at 9.4 µM; in the data active means inhibition above about 19%;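 further: recombinant mutant TCR 2C K166C tagged with TAMRA read by polarization; 0% = receptor in buffer alone and 100% = receptor with positive control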
HTRA1 inh: HTRA1 (human) protease inhibition; AID 504803; actives 0.5% (n = 340,000); Q92743; recombinant HTRA1, FP-rhodamine activity-based probe, fluorescence polarization; inhibition, % at 5.96 µM; in the data active means inhibition above about 36%;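 further: 0% = enzyme with DMSO and 100% = wells lacking enzyme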
PRMT1 FP inh: inhibitors of human PRMT1; recombinant PRMT1, activity-based probe fluorescence polarization; inhibition, % at 2.79 µM; actives 1.3% (n = 370,000);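 active means inhibition above about 21% made by adding two undisclosed values, limit read from the data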
Target sequence (Q99873 whole entry, looked up): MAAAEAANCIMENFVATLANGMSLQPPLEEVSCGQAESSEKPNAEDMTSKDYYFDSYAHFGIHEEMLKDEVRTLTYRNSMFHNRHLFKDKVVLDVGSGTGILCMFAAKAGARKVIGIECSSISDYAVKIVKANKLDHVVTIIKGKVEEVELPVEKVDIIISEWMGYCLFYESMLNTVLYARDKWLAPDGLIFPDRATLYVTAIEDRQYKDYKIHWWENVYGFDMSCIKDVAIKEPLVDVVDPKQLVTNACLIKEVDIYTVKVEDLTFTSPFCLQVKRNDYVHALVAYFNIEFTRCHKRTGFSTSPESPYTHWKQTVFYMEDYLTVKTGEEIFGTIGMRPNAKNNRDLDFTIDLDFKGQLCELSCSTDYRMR
SIAE primary: human SIAE inhibition, primary screen; Q9HAT2; SIAE FP-Rh probe binding, fluorescence polarization; inhibition, % at 9.66 µM; actives 0.69% (n = 370,000); AID 1053197;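 active means inhibition above a cutoff: mean of compounds within the control limits plus 3 SD of those, cut at about 17% in these data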;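 further: 0% = plate median of compound wells and 100% = probe without SIAE protein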
ABHD4 inh: inhibitors of mouse ABHD4; inhibition, % at 8.92 µM; purified mABHD4, FP-Rh probe fluorescence polarization; AID 720543; actives 0.54% (n = 370,000); Q8VD66;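 active means inhibition exceeding the mean over every tested compound plus 3 SD, cut at about 30% in these data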;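 further: 0% = plate median of compound wells and 100% = S159A mutant with DMSO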
Target sequence (Q8VD66 whole entry, looked up): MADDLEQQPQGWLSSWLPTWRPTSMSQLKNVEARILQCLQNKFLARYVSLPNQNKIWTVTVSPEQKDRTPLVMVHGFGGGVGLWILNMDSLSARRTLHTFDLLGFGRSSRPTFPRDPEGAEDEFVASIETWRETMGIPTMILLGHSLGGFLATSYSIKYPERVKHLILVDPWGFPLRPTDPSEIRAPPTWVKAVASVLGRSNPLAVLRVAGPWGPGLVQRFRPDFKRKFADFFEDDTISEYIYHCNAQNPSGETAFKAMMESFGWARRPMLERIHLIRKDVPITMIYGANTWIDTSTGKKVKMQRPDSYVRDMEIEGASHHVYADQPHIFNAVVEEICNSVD
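Assay system: wild-type mouse ABHD4 protein; compound: single nominal dose of 8.92 µM, 0.89% DMSO final; schedule: 45 min + 60 min at 25 °C; measured by: FP readout, ex 525 nm / em 598 nm; evaluation: % inhibition of FP-Rh probe binding versus controls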
MBD2 DNA inh: MBD2-methylated oligo binding inhibition; actives 0.31% (n = 370,000); TR-FRET, MBD2 binding to methylated oligonucleotide; inhibition, % at 4.4 µM; Q9UBB5; AID 686964; in the data active means inhibition above about 13%
NPR1 activator: GC-A (human) enzyme activation; P16066; HEK293 GC-A cells, cGMP TR-FRET, EC30 ANP; 0% at EC30 ANP, 100% saturating ANP; activation, % at 10 µM; actives 0.14% (n = 370,000); AID 1671463; in the data active means activation above about 40%
UHRF1 MBD2 ctr: human UHRF1 methylated DNA binding inhibitors | actives 0.75% (n = 370,000) | Q96T88 | UHRF1 binding to methylated oligo, TR-FRET | inhibition, % at 4.4 µM; in the data active means inhibition above about 21%;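 further: UHRF1 SRA domain binding a hemimethylated CpG hairpin DNA probe; 0% = median of test compound wells and 100% = reference inhibitor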
rCAG RNA binder: molecules binding r(CAG) RNA repeats. inhibition, % at 3 µM. actives 1.3% (n = 370,000). r(CAG) RNA repeat, TO-PRO-1 dye displacement fluorescence;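 active means inhibition above the plate cutoff, the mean of all test compounds on that plate plus 3 SD, cut at about 35% in these data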;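 further: 0% = DMSO alone and 100% = 100 µM mitoxantrone as full dye displacement; higher means more dye released from RNA so lower well fluorescence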
NPR2 activator: GC-B (human) receptor activation. activation, % at 10 µM. AID 1920062. P20594. actives 0.11% (n = 370,000). HEK293-GC-B cells, CNP EC30, cGMP TR-FRET; 0% at EC30 CNP, 100% saturating CNP;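 active means activation at 10 µM reaching about 35% in either raw or pattern-adjusted values, limit read from the data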
An asterisk follows results filed as active; i = inactive; nt = not tested or not shown. An excerpt (hit frequency here may not be typical).

| no. | molecule | TCR-CD3 inh | HTRA1 inh | PRMT1 FP inh | SIAE primary | ABHD4 inh | MBD2 DNA inh | NPR1 activator | UHRF1 MBD2 ctr | rCAG RNA binder | NPR2 activator |
| --- | --- | --- | --- | --- | --- | --- | --- | --- | --- | --- | --- |
| 1 | FC(F)(F)c1ccccc1CN1CCCc2nc(-c3ccccc3)ccc21 | -8 | nt | 3 | -5 | -6 | 3 | 0 | 0 | 4 | 0 |
| 2 | CSCC[C@H](NC(=O)OC(C)(C)C)c1nnc(SCc2cccc(F)c2)o1 | 0 | -1 | 1 | -1 | -7 | -3 | -1 | 1 | -5 | 7 |
| 3 | CCCc1cc(=O)oc2c(C)c(OCC(=O)NCc3ccccn3)ccc12 | -1 | -4 | 0 | -1 | 5 | 4 | 2 | -2 | -2 | -5 |
| 4 | COc1ccc(C)cc1NC(=O)Nc1cccc(C(=O)O)c1 | 4 | -2 | 2 | -8 | 10 | -4 | 1 | 2 | 3 | 4 |
| 5 | COC(=O)C1=C(C)OC(N)=C(C#N)C1c1cc(OC)ccc1OC (stereo not given) | -5 | 3 | 2 | -3 | 2 | -1 | 1 | -1 | -3 | -4 |
| 6 | COc1ccc(C(=O)NCC(=O)OCC(=O)NC2CCCCCC2)cc1 | -5 | 0 | 2 | 2 | 4 | 2 | -1 | -1 | -1 | -4 |
| 7 | Cc1ccc(-c2csc(C(C)(O)c3cccc(F)c3)n2)cc1C (stereo not given) | 6 | nt | 0 | -13 | -28 | -2 | -3 | -3 | 1 | 3 |
| 8 | O=C(c1ccc(S(=O)(=O)N2CCCCCC2)cc1)N(c1ccccn1)C1CCCCC1 | -3 | 3 | 0 | 3 | 6 | -1 | -3 | 1 | -7 | 1 |
| 9 | COc1cc(/C=C(/C(=O)O)c2ccc(-c3ccccc3)cc2)cc(OC)c1OC | 1 | -16 | -2 | -8 | 18 | -3 | 0 | -2 | 31 | -3 |
| 10 | Cc1cc(C)cc(CC(=O)N2CCC2(C)C(=O)NS(=O)(=O)c2ccccc2C)c1 (stereo not given) | -8 | nt | 0 | -3 | -6 | 0 | 5 | 2 | 17 | 4 |
| 11 | Cc1ccc(OCCN2CCNCC2)c([N+](=O)[O-])c1 | 3 | -4 | 0 | 4 | 9 | -7 | 1 | -3 | 6 | 7 |
| 12 | O=C(Nc1ccc(NC(=O)c2ccc(S(=O)(=O)c3ccccc3)cc2)cc1)c1ccccc1 | 8 | 1 | -3 | -2 | 3 | 8 | -4 | 4 | 1 | -1 |
| 13 | C[C@@H]1CN([C@H](C)CO)C(=O)c2cc(Br)cnc2O[C@@H]1CN(C)C(=O)NC1CCCC1 | 6 | 11 | -3 | 2 | 5 | -3 | -1 | -3 | 1 | -1 |
| 14 | C[C@@H]1CN([C@@H](C)CO)C(=O)c2cccc(NS(C)(=O)=O)c2O[C@H]1CN(C)Cc1ccc(C(=O)O)cc1 | -6 | 1 | 2 | 1 | 2 | -2 | 0 | 3 | 8 | 1 |
| 15 | O=C(NCNC(=O)c1ccccc1)c1ccccc1 | 3 | 1 | -2 | 7 | 2 | 0 | -1 | -3 | 0 | 3 |
| 16 | COC(=O)c1ccc(NC(=O)CN(Cc2ccc(Cl)cc2)S(C)(=O)=O)cc1 | 3 | -9 | -2 | -5 | -5 | 4 | -6 | -1 | -1 | -1 |
| 17 | c1cn(CCCNC2=NCCCCC2)cn1 | -2 | -8 | -1 | -4 | 0 | -4 | 0 | -2 | 0 | 0 |
| 18 | Cc1ccc2c(c1)c1ncnc(N3CCN(c4ccccc4)CC3)c1n2C | -8 | -3 | -1 | -4 | 7 | 3 | -1 | 0 | -2 | -2 |
| 19 | O=c1c(CN2CCN(Cc3ccccc3F)C(CCO)C2)coc2ccccc12 (stereo not given) | -5 | 6 | 5 | -3 | -4 | 3 | 1 | 3 | -4 | 3 |
| 20 | CCN(CC)CCn1c2c(c(SCC(=O)Nc3ccc4c(c3)OCCO4)nc1=O)CCCC2 | -7 | 1 | 6 | -7 | -13 | 2 | 5 | 6 | -6 | 1 |
| 21 | O=C(Nc1ccnn1C1CCN(CC2CC=CCC2)CC1)c1ccccc1 (stereo not given) | -12 | -2 | 0 | 2 | -2 | 0 | 1 | 8 | -3 | 2 |
| 22 | CNc1c(N)c(=O)oc2ccccc12 | 4 | 1 | -1 | 7 | 4 | -4 | -5 | -1 | 1 | 4 |
| 23 | CC(C)Oc1ccc(S(=O)(=O)N2CCOCC2)cc1NC(=O)c1nn(C)c(=O)c2ccccc12 | -3 | 1 | 0 | 7 | -4 | -4 | 4 | 1 | 0 | 5 |
| 24 | COc1cccc(/C=C/C(=O)OCC(=O)N2CCCC2)c1OC | -5 | 0 | -3 | 2 | -1 | -1 | 0 | 5 | -3 | 2 |
| 25 | COc1ccc(C(=O)NCCCN2CCN(CCCNC(=O)c3ccc(OC)c(OC)c3)CC2)cc1OC | 4 | -4 | 1 | -3 | 0 | -2 | 1 | 12 | -6 | 3 |
| 26 | COc1cc(/C=N/NC(=O)CSc2ccccn2)ccc1OC(C)C | -8 | nt | 2 | -1 | -4 | 0 | -1 | -1 | -7 | 2 |
| 27 | CCCn1nc2cc(C(=O)NCCc3ccc(C)cc3)ccc2c1OCC | 8 | -8 | -2 | 4 | 3 | 2 | 1 | -2 | -8 | -1 |
| 28 | COC(=O)c1cc2sccc2n1Cc1nc(-c2ccc(Cl)cc2)oc1C | 5 | 6 | 0 | -1 | 12 | 4 | 0 | 0 | 3 | -10 |
| 29 | CCN(CC)CCN(C(=O)c1ccc2c(c1)CCCC2)c1nc2c(OC)cccc2s1 | 4 | -20 | -1 | -2 | 5 | -3 | -11 | 0 | 4 | -10 |
| 30 | Cc1ccc(C)c(C(=O)COc2ncnc3ccccc23)c1 | -3 | -1 | 0 | 9 | -4 | -5 | -1 | -1 | -4 | 2 |
| 31 | Cc1ccc(CCNC(=O)CC(C)CC2=NS(=O)(=O)c3ccccc3N2)cc1 (stereo not given) | 6 | 0 | -1 | 1 | 0 | -6 | 0 | -2 | 0 | 6 |
| 32 | N#Cc1ccc(OCC(=O)OCCCOC(=O)COc2ccc(C#N)cc2)cc1 | 2 | 0 | -4 | -4 | -2 | 0 | 0 | -1 | -8 | 0 |
| 33 | O=C(CSc1nnnn1-c1cccc2ccccc12)Nc1ccc(N2CCOCC2)c(Cl)c1 | 3 | 0 | 0 | 2 | 3 | 3 | 4 | -2 | 3 | -5 |
| 34 | Cc1cccc(N2CCN(C(=O)CCNC(=O)Cn3ccc4ccccc4c3=O)CC2)c1C | -4 | 6 | 2 | -1 | 1 | 2 | -2 | -2 | -5 | -11 |
| 35 | CCC1CCCCN1CC(=O)Nc1cc(C)nn1-c1nc(C)cc(C)n1 (stereo not given) | 0 | -4 | -3 | 4 | 2 | -5 | 3 | 2 | -7 | 0 |
| 36 | COc1ccc(OCC(=O)Nc2ccc(NC(=O)c3ccco3)c(C)c2)cc1 | -4 | -3 | 0 | 2 | 1 | 4 | 1 | -2 | -2 | 3 |
| 37 | CC(=O)NC(Cc1ccc2c(c1)OCO2)C(=O)N1CCCC1 (stereo not given) | nt | nt | 5 | -2 | -7 | 7 | 0 | 3 | 5 | 4 |
| 38 | CC(NC(=O)CNC(=O)Cc1cccc2ccccc12)c1ccc(S(N)(=O)=O)cc1 (stereo not given) | 2 | -7 | -3 | -8 | -7 | -2 | 0 | 1 | 8 | -3 |
| 39 | CCOC(=O)N1CCN(C(=O)COc2cc(=O)n(CC)c3ccccc23)CC1 | 4 | -3 | 0 | -4 | 1 | -3 | -1 | 1 | -6 | 0 |
| 40 | Cc1cc(C)cc([C@H]2C[C@]34CN(C(=O)OC(C)(C)C)S(=O)(=O)[C@H]3C[C@H]2O4)c1 | -3 | nt | 2 | -8 | 2 | 6 | 0 | 12 | 3 | 1 |
| 41 | Cc1cc(/C=N\NC(=O)COc2cccc3cccnc23)c(C)n1-c1ccc(Br)cc1 | -5 | -26 | -3 | -8 | 3 | 2 | -1 | -2 | 6 | -1 |
| 42 | CN(Cc1cn(C)c2ccccc12)C(=S)Nc1cc(F)cc(F)c1 | -1 | -1 | 2 | 3 | -9 | 0 | 0 | -8 | 5 | -2 |
| 43 | O=C(CN(Cc1ccccc1)S(=O)(=O)c1ccc(Br)cc1)NCC1CCCO1 (stereo not given) | 3 | -10 | 6 | 3 | -10 | 0 | -3 | 2 | -1 | -3 |
| 44 | COc1cc(CN(C(=S)NCC(=O)NC2CCCC2)C2CCCC2)cc(OC)c1OC | 3 | 1 | 2 | -4 | 0 | -1 | -6 | 5 | -7 | -5 |
| 45 | CC(=O)c1cccc(NC(=O)C2CCCN(S(=O)(=O)c3ccccc3)C2)c1 (stereo not given) | 6 | -5 | -1 | 4 | -5 | 2 | 2 | 0 | -5 | -3 |
| 46 | O=S(=O)(O)c1cc(O)ccc1O | -1 | 2 | 9 | 3 | 2 | -3 | 2 | 1 | -1 | 1 |
| 47 | O=C(O)c1ccccc1-c1ccc(/C=C/c2cc(C(F)(F)F)[nH]c(=O)n2)o1 | 14 | -4 | 29* | -28 | -30 | -10 | 2 | -18 | i | 4 |
| 48 | Cc1ccc(N=Cc2c(O)ccc3ccccc23)cc1F | 6 | 1 | -1 | 3 | -7 | -8 | -1 | 0 | 0 | 0 |
| 49 | CC(C)[C@H]1COc2c3ccccc3nn21 | nt | nt | -2 | 5 | -4 | -5 | 2 | -3 | -1 | -3 |

Molecules above containing an aryl methoxy group:
| no. | molecule | TCR-CD3 inh | HTRA1 inh | PRMT1 FP inh | SIAE primary | ABHD4 inh | MBD2 DNA inh | NPR1 activator | UHRF1 MBD2 ctr | rCAG RNA binder | NPR2 activator |
| --- | --- | --- | --- | --- | --- | --- | --- | --- | --- | --- | --- |
| 4 | COc1ccc(C)cc1NC(=O)Nc1cccc(C(=O)O)c1 | 4 | -2 | 2 | -8 | 10 | -4 | 1 | 2 | 3 | 4 |
| 5 | COC(=O)C1=C(C)OC(N)=C(C#N)C1c1cc(OC)ccc1OC (stereo not given) | -5 | 3 | 2 | -3 | 2 | -1 | 1 | -1 | -3 | -4 |
| 6 | COc1ccc(C(=O)NCC(=O)OCC(=O)NC2CCCCCC2)cc1 | -5 | 0 | 2 | 2 | 4 | 2 | -1 | -1 | -1 | -4 |
| 9 | COc1cc(/C=C(/C(=O)O)c2ccc(-c3ccccc3)cc2)cc(OC)c1OC | 1 | -16 | -2 | -8 | 18 | -3 | 0 | -2 | 31 | -3 |
| 24 | COc1cccc(/C=C/C(=O)OCC(=O)N2CCCC2)c1OC | -5 | 0 | -3 | 2 | -1 | -1 | 0 | 5 | -3 | 2 |
| 25 | COc1ccc(C(=O)NCCCN2CCN(CCCNC(=O)c3ccc(OC)c(OC)c3)CC2)cc1OC | 4 | -4 | 1 | -3 | 0 | -2 | 1 | 12 | -6 | 3 |
| 26 | COc1cc(/C=N/NC(=O)CSc2ccccn2)ccc1OC(C)C | -8 | nt | 2 | -1 | -4 | 0 | -1 | -1 | -7 | 2 |
| 29 | CCN(CC)CCN(C(=O)c1ccc2c(c1)CCCC2)c1nc2c(OC)cccc2s1 | 4 | -20 | -1 | -2 | 5 | -3 | -11 | 0 | 4 | -10 |
| 36 | COc1ccc(OCC(=O)Nc2ccc(NC(=O)c3ccco3)c(C)c2)cc1 | -4 | -3 | 0 | 2 | 1 | 4 | 1 | -2 | -2 | 3 |
| 44 | COc1cc(CN(C(=S)NCC(=O)NC2CCCC2)C2CCCC2)cc(OC)c1OC | 3 | 1 | 2 | -4 | 0 | -1 | -6 | 5 | -7 | -5 |
